Artemis endo inh: blocks endonuclease activity of human Artemis. Q96SD1. recombinant Artemis, quenched FAM hairpin cleavage fluorescence. inhibition, % at 10 µM. 30,000 tested, 0.78% active. AID 686954;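 active means at 10 µM dose, at least 30% inhibition, measured as corrected fluorescence normalized to stimulator and neutral control wells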
Target sequence (Q96SD1 whole entry, looked up): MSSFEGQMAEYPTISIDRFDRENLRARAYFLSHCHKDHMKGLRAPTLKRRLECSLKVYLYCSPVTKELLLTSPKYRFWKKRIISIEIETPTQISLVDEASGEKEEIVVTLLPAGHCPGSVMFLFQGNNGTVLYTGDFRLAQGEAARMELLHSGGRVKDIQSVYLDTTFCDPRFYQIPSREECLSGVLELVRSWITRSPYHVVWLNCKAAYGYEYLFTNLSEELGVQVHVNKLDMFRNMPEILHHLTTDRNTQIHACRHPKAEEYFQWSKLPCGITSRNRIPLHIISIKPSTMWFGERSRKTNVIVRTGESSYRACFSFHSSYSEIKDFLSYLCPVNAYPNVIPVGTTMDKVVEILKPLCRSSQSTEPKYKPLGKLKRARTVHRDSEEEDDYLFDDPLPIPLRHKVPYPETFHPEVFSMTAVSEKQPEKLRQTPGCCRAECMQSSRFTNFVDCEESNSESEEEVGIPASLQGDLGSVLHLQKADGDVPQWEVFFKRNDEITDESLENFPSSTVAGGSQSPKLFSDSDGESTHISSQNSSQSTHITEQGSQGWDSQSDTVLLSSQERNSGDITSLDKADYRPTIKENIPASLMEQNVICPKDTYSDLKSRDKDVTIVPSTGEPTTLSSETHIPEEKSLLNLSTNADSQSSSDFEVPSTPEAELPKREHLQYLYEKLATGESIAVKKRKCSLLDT
The depositor's hits bear a star. These rows are one share of the data, so the mix of outcomes need not match the whole.

SMILES	Artemis endo inh
O=C(O)c1cccc(Cn2c(Cl)c(/C=N/NC(=O)c3ccccc3)sc2=O)c1	-0.8
Cc1ccc2c(c1)c1ncnc(N3CCOCC3)c1n2C	0.2
CCn1c2ccccc2c2cc(NC(=O)CSc3nnc(-c4cccc(F)c4)o3)ccc21	28.1
CCCn1nnc(NC(=O)c2cccc(OCC(C)C)c2)n1	0.6
COc1ccc(C(=O)Nc2cccc(/C(C)=N/NC(=O)c3ccc([N+](=O)[O-])c(C)c3)c2)cc1OC	4.5
O=c1[nH]c2cc3c(cc2cc1CN(Cc1nnnn1CC1CCCO1)C1CCCCC1)OCO3 (centres undefined)	3.1
COc1cccc(-c2nnc(SCc3ccc(C#N)cc3)n2Cc2ccco2)c1	7.3
Cn1c(SCc2cc(=O)[nH]c3ccccc23)nnc1-c1ccco1	-3.2
CCC1SC2=NC(C)=C(C(=O)OC)C(c3ccc(C)cc3)N2C1=O (centres undefined)	0.5
N#Cc1c(NC(=O)CCn2cnc3ccccc3c2=O)oc(-c2ccccc2)c1-c1ccccc1	8.4
CCCS(=O)(=O)N1CCCC(C(=O)NCc2ccc(C)cc2)C1 (centres undefined)	-13.0
Fc1ccc(CSc2nncn2NCc2ccc3c(c2)OCO3)cc1	-9.5
COCCCNc1ncnc2ccc(C)cc12	0.6
COCC(=O)N(C)c1nnc(-c2cnc(C)cn2)s1	-8.3
O=C(C/C(=N/O)c1ccccc1O)C(F)F	-3.0
FC(F)(F)c1nnc2ccc(N3CCN(c4ccccc4)CC3)nn12	-3.9
CCOC(=O)C(NC(C)=O)C(OC(C)=O)c1cccc(N(CCO)CCO)c1 (centres undefined)	8.1
Oc1ccc(-c2cn3c(n2)SCC3)cc1	3.0
COc1ccccc1N1CCN(C(=O)c2c(-c3ccccc3)noc2C)CC1	-0.3
OCCCN=c1cc(-c2ccccc2)oc2ccc(Cl)cc12	2.5
C=CCn1c(SCC(=O)Nc2nc(C)cs2)nnc1C(CO)NC(=O)c1ccccc1 (centres undefined)	1.2
COC(=O)c1ccc(C)c(NC(=O)CCSc2ccccc2)c1	1.3
Cc1c(NC(=O)C2CCCN2S(=O)(=O)c2ccccc2)c(=O)n(-c2ccccc2)n1C (centres undefined)	-8.6
O=C(Nc1ccccc1C(=O)NC(Cc1c[nH]c2ccccc12)C(=O)O)c1ccco1 (centres undefined)	-6.7
COc1nc2ccc(C)cc2cc1-c1noc(-c2cccnc2)n1	13.5
Cc1ccc(S(=O)(=O)N(C)c2ccc(NS(C)(=O)=O)cc2)cc1	-9.9
CCc1cc2c(=O)n(N)c(CCC(=O)O)nc2s1	-3.6
COc1ccc(Nc2nc3c(c(=O)n(C)c(=O)n3C)n2CCO)cc1	4.2
CC(=O)N1CCc2cc(S(=O)(=O)CCC(=O)Nc3c(C)n(C)n(-c4ccccc4)c3=O)ccc21	7.8
CC(C)(C)c1nnc(NC(=O)c2cc(-c3ccccc3)nc3ccccc23)s1	14.8
CC(O)c1n(C)c(Cl)c[n+]1C (centres undefined)	4.6
CN1CCCC(OC(=O)CCCC(=O)OC2CCCN(C)C2)C1 (centres undefined)	-0.3
Cc1ccc2c(CC(=O)N3CCN(S(=O)(=O)c4cccs4)CC3)coc2c1	-4.5
CCN(CC)CCCN1C(=O)C(=O)/C(=C(/O)c2ccc(Cl)cc2)C1c1ccccn1 (centres undefined)	1.6
CCOC(=O)C1CCN(C(=O)c2ccc(SC)cc2OC)CC1	5.2
Cc1nn(-c2ncc(C(F)(F)F)cc2Cl)c(=O)n1-c1cccc(Cl)c1	2.4
CSCC[C@H](NC(=O)NCc1ccc(F)cc1)C(=O)O	-6.1
Cc1nnc(C)c2c(C)n(C(C)c3ccccc3)c(C)c12 (centres undefined)	7.1
CC(CN1CCOCC1)OC(=O)c1ccc(Br)cc1 (centres undefined)	2.8
N#Cc1nc(N)nc(N(c2ccccc2)c2ccccc2)n1	24.6
CC(=O)Nc1cccc(NS(=O)(=O)c2cccc3nsnc23)c1	-10.9
c1ccc(Cn2c(-c3ccco3)nc3nc4ccccc4nc32)cc1	-3.1
Cn1c(CC(=O)Nc2ccccc2)nnc1SCCOc1ccccc1	-1.6
COc1ccccc1NC(=O)C(C)Sc1nnnn1C (centres undefined)	-3.2
O=c1cc(-c2ccccc2)[nH]n1-c1nc2ccccc2s1	9.9
Cn1cc(Br)cc2nc(C(F)(F)F)nc1-2	-3.2
COc1ccccc1NC(=O)N(Cc1ccco1)Cc1cc2ccc(C)c(C)c2[nH]c1=O	13.2
COc1ccc(C(C(=O)OCCN(C)C)c2ccccc2)cc1 (centres undefined)	1.7
O=C(Oc1ccc(OC(=O)N2CCOCC2)cc1)c1ccccc1	-0.7
Cc1cccnc1N(C(=O)Nc1ccccc1)C1=NCC(C)(C)S1	4.7

Copied from the list.
`c1ccc(Cn2c(-c3ccco3)nc3nc4ccccc4nc32)cc1` – Artemis endo inh: -3.1
`COc1ccc(C(C(=O)OCCN(C)C)c2ccccc2)cc1` (centres undefined) – Artemis endo inh: 1.7

Going on with the list.
SMILES	Artemis endo inh
NS(=O)(=O)c1ccc(NC(=O)NC2CCCCC2)cc1	-5.7
COc1cc(C(=O)N2CCCc3ccccc32)cc(OC)c1OC	-9.1
Cn1c(SCCOc2cccc(Cl)c2)nnc1-c1ccncc1	-4.7
Cc1onc(-c2c(Cl)cccc2Cl)c1C(=O)Nc1c(C)n(C)n(-c2ccccc2)c1=O	2.0
CCOC(=O)C1CCN(CCC(=O)Nc2ccccc2)CC1	-8.3
C/C(Cl)=C/CSc1nc2c(c(=O)[nH]c(=O)n2C)n1C(C)C	-9.8
COCCN(C(=O)Cn1nnc2ccccc21)C(C(=O)NC1CCCC1)c1ccc(OC)cc1OC (centres undefined)	-8.5
O=C(O)C(CCCCN1C(=O)C2C3C=CC(C3)C2C1=O)N1C(=O)C2C3C=CC(C3)C2C1=O (centres undefined)	-2.6
O=C1COc2ccc(C(=O)CSc3nnc(-c4cccs4)n3Cc3ccccc3)cc2N1	16.6
CC(C)C(NS(=O)(=O)c1ccc(Br)s1)C(=O)O (centres undefined)	-18.3

A different layout for 3 compounds above.
Structure,Artemis endo inh
CC(C)C(NS(=O)(=O)c1ccc(Br)s1)C(=O)O (centres undefined),-18.3
NS(=O)(=O)c1ccc(NC(=O)NC2CCCCC2)cc1,-5.7
Cn1c(SCCOc2cccc(Cl)c2)nnc1-c1ccncc1,-4.7

The results go on:
SMILES	Artemis endo inh
Cc1csc(SCC(=O)Nc2c(C)n(C)n(-c3ccccc3)c2=O)n1	-5.1
CN(C)S(=O)(=O)c1ccc(C(=O)Nc2ccc(OCC(=O)N3CCOCC3)cc2)cc1	-4.0
Brc1ccccc1-c1nnc(COc2ncnc3c2cnn3-c2ccccc2)o1	-4.8
Cc1ccc(-c2cc(C(=O)NCc3ccccn3)c3ccccc3n2)cc1	10.8
CC(C)(O)C#Cc1ccccc1C(=O)NC(CC(N)=O)C(=O)O (centres undefined)	-12.5
CCC1C(=O)Nc2nc(-c3ccccc3)c(-c3ccccc3)n2N=C1C (centres undefined)	7.9
Cc1ccc(OCc2nnc(SCC(=O)c3cccs3)n2-c2ccccc2)cc1C	9.8
CCCC(C)C(=O)NCc1ccc2c(c1)OCO2 (centres undefined)	-6.9
CCN(CC)CCNC1=CC(=O)OC12CCCCC2	-12.3
N#Cc1ccccc1NC(=O)COC(=O)c1ccc(S(=O)(=O)N2CCCC2)cc1	-5.9
Cc1nn(-c2ccccc2)c(C)c1/C=N/NC(=O)CSc1nc2ccccc2c(=O)n1-c1ccc(Br)cc1	-4.5
CCOc1ccccc1-c1nnc(SCC(=O)Nc2ccccc2)o1	3.1
CCC(c1nnnn1CCOC)N1CCN(c2cccc(C(F)(F)F)c2)CC1 (centres undefined)	0.7
[O-][n+]1onc2c1C(N1CCOCC1)CCC2N1CCOCC1 (centres undefined)	-2.8
CCN(CC)C(=O)c1ccc(C(=O)c2c(C)cc(C)cc2C)cc1	4.7
COc1ccc(S(=O)(=O)NC(CC(=O)N2CCc3ccccc32)c2ccco2)cc1 (centres undefined)	-1.5
Cc1cccn2cc(CNC(=O)CC3CCCC3)nc12	-1.3
C/C=C/Cn1c(SCc2ccccc2)nc2c1c(=O)[nH]c(=O)n2C	9.9
CCOC(=O)C(Oc1ccc(=O)[nH]n1)C(C)=O (centres undefined)	-2.0
CCc1ccc(-c2csc3ncn(CC(=O)N4CCOCC4)c(=O)c23)cc1	-7.2

Some of the entries so far, with bars between the fields:
compound | Artemis endo inh
[O-][n+]1onc2c1C(N1CCOCC1)CCC2N1CCOCC1 (centres undefined) | -2.8
Cc1cccn2cc(CNC(=O)CC3CCCC3)nc12 | -1.3
CCOc1ccccc1-c1nnc(SCC(=O)Nc2ccccc2)o1 | 3.1
CCOC(=O)C(Oc1ccc(=O)[nH]n1)C(C)=O (centres undefined) | -2.0
COc1ccc(S(=O)(=O)NC(CC(=O)N2CCc3ccccc32)c2ccco2)cc1 (centres undefined) | -1.5

Other structures:
SMILES	Artemis endo inh
COc1ccc(-c2nc(-c3ccc(NC(=O)c4ccc(Br)o4)cc3)no2)cc1OC	-7.5
CC1CC(C)CN(CC(=O)Nc2ccc(S(N)(=O)=O)cc2)C1 (centres undefined)	-6.7
CC1(Cc2cn(CCC#N)c3ccccc23)OCCO1	-9.2
CCCC1=C(C(=O)OCC)C(c2ccc(O)cc2)n2ncnc2N1 (centres undefined)	-3.9
COCCCNC(=O)CCn1c(=O)c2ccccc2n(CC(=O)Nc2ccc(C)cc2C)c1=O	-5.3
O=C(CSCc1cnn(-c2ccccc2)c1-n1cccc1)NCc1cccs1	16.3
O=C(CSc1nnc(-c2cc(-c3cccs3)nc3ccccc23)o1)NC1CCCCC1	12.2
CCOC(=O)N1CCN(C(=O)CSc2nnc(-c3cc(OC)ccc3OC)o2)CC1	-0.3
Cc1ccc(OCC(=O)c2c(O)c3ccccc3oc2=O)cc1C	14.2
c1ccc(C2=Nn3c(nnc3-c3cc(-c4ccccc4)n[nH]3)SC2)cc1	19.3

Reprinted at random: 5 entries already listed, in no set order.
SMILES	Artemis endo inh
O=C(CSc1nnc(-c2cc(-c3cccs3)nc3ccccc23)o1)NC1CCCCC1	12.2
CCOC(=O)N1CCN(C(=O)CSc2nnc(-c3cc(OC)ccc3OC)o2)CC1	-0.3
O=C(CSCc1cnn(-c2ccccc2)c1-n1cccc1)NCc1cccs1	16.3
CCCC1=C(C(=O)OCC)C(c2ccc(O)cc2)n2ncnc2N1 (centres undefined)	-3.9
Cc1ccc(OCC(=O)c2c(O)c3ccccc3oc2=O)cc1C	14.2

(next part)
SMILES	Artemis endo inh
CCC1C(=O)CC(c2ccco2)NC1c1ccco1 (centres undefined)	7.5
Cc1ccc2cc(CN(CCN3CCCC3)C(=O)Nc3ccc(F)cc3)c(=O)[nH]c2c1C	12.4
CC(C)(C)OC(=O)NCCC(=O)Oc1ccc2ccc(=O)oc2c1	-6.0
Cc1nc(SCC(=O)Nc2cccc(Cl)c2)n[nH]1	-4.8
Cc1nc2c(sc3nc4c(cc32)COC(C)(C)C4)c(=O)n1Cc1ccccc1	3.9
CC(C)C(c1nnnn1C1CCCC1)N1CCCCC1 (centres undefined)	5.5
Cc1cc(C)c(C#N)c(N2CCOCC2)n1	0.0
N#Cc1ccccc1Cn1c(=O)n(Cc2ccc(C(=O)NCc3ccco3)cc2)c(=O)c2ccccc21	7.1
Nc1nc(Nc2cccc(C(F)(F)F)c2)nc(C(F)(F)F)n1	9.3
O=C(COc1ccc2oc3c(c2c1)CCCC3)Nc1ccccn1	-4.4
Fc1ccc(NCc2cn3ccccc3n2)cc1	5.1
CCN(CC)c1nc2c(s1)C(=O)CC(C)(C)C2	-5.2
COc1ccc(CNC(=O)c2ccc(NS(=O)(=O)c3c(C)noc3C)cc2)cc1	-3.7
Cc1c(NS(=O)(=O)c2cccs2)c(=O)n(-c2ccccc2)n1C	-7.1
CCC(C)(C)n1nnnc1CN1CCC(O)(c2cccc(C(F)(F)F)c2)CC1	4.3
CCN(CC)C(=O)c1cnn(-c2ccccc2)c1NC(=O)c1cccc(F)c1	-0.4
Cc1nc(NCCCn2ccnc2)c2oc3ccccc3c2n1	-5.3
c1cnc(SCCCOc2ccc3ccccc3c2)nc1	9.4
CC(Oc1ccccc1)C(=O)Nc1cccc(-c2nc3ccccc3[nH]2)c1 (centres undefined)	-7.8
O=C(NC1CS(=O)(=O)CC1NCc1ccccc1)c1ccccc1 (centres undefined)	-3.5
Cn1c(=O)c2c(nc(NC3CCCCC3)n2CC(=O)C23CC4CC(CC(C4)C2)C3)n(C)c1=O	16.8
COC(=O)C1CCN(Cc2ccc(C)cc2)CC1	-2.8
Cc1cccc(NC(=O)c2ccccc2[N+](=O)[O-])n1	-3.2
Cc1ccc(C(=O)OCC(=O)c2ccc(Cl)s2)s1	0.6

Assay outcomes as filed in PubChem BioAssay.
